Screening data from PubChem.
CHRM1 PAM: human M1 muscarinic receptor positive allosteric modulators, primary screen, CHO-K1 cells, Fluo-8 calcium fluorescence, 1536-well; actives 0.088% (n = 360,000); activation, % at 3 µM; AID 588819, 2011; CHO-K1 hM1, ACh EC20; 0% = ACh EC20, 100% = maximal ACh; Muscarinic acetylcholine receptor M1 (Homo sapiens), P11229; in the data active = activation above about 19%, passing the limit was not always enough
Target sequence (P11229 whole entry, looked up): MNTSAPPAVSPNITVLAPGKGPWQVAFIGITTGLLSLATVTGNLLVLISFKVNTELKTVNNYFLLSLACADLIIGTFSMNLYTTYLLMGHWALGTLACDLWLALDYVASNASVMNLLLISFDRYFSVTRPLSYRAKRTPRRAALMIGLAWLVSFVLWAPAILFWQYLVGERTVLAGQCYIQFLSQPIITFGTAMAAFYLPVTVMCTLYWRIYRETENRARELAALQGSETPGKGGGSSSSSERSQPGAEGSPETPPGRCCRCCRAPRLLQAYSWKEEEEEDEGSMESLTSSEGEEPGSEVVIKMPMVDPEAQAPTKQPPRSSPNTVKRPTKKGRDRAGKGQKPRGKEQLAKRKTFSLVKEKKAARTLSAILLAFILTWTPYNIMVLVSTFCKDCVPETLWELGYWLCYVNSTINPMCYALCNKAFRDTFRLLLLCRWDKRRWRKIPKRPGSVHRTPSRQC
OXTR potentiator: human OXTR potentiators, primary screen, fluorescence, CHO-OTR cells, Fluo-8 calcium | Fluo-8 calcium fluorescence, potentiator mode; 0% = oxytocin EC15, 100% = EC100 | activation, % at 3 µM | actives 0.061% (n = 320,000);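 active = activation above that plate's cutoff, the mean activation of tested compounds plus 3 SD, cut at about 6.6% in these data, passing the limit was not always enough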;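 also: 100% uses oxytocin at 75 nM as the full agonist control; some results filed as inactive read as strong as hits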
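Material: human OTR in CHO cells. Compound: 3.0 µM, one dose. Timing: compound 6 min at room temperature before oxytocin, 100 s read. Evaluation: % activation of max/min ratio relative to oxytocin controls. Replication: single well per compound, singlicate. Signal: Fluo-8 calcium dye fluorescence.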
M1 antag: human M1 muscarinic receptor antagonists, primary screen, CHO-K1 cells, Fluo-8 calcium fluorescence, 1536-well; inhibition, % at 3 µM; AID 588852, 2011; Muscarinic acetylcholine receptor M1 (Homo sapiens), P11229; actives 1.3% (n = 360,000); CHO-K1 hM1, ACh EC80 antagonist;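 active = percent inhibition above its own plate's cutoff, namely the mean of that plate's compound wells plus 3 SD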;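 also: peak over basal fluorescence ratio during 140 s after agonist addition; 0% = ACh EC80 plus DMSO and 100% = DMSO alone without agonist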
CHO parental Ca: ATP-evoked calcium signal inhibitors, parental CHO, primary screen, counter-screen for OX1R antagonist project, cell-based, fluorescence, Fluo-8 calcium dye | inhibition, % at 5.6 µM | parental CHO-K1, ATP-induced calcium, Fluo-8 fluorescence | actives 0.63% (n = 330,000);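 active = inhibition above that plate's mean sample inhibition plus 3 SD, cut at about 26% in these data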;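 also: 0% = ATP-challenged DMSO wells and 100% = DMSO wells without ATP; some compounds past the cut are filed as inactive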
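material = parental CHO cells | also added = ATP as calcium-mobilizing challenge | dosing = single point at 5.6 µM | detection = intracellular calcium via Fluo-8 no-wash fluorescent dye | read-out = % inhibition | benchmarks = low control ATP plus DMSO, high control DMSO only | repeats = one well per compound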
CHRM1 agonist: human M1 muscarinic receptor agonists, primary screen, Fluo-8 calcium fluorescence, CHO-K1 cells, HTS | Muscarinic acetylcholine receptor M1 (Homo sapiens), P11229 | CHO-K1 hM1, agonist mode; 0% DMSO, 100% acetylcholine EC100 | activation, % at 3 µM | actives 0.33% (n = 360,000) | AID 588814, 2011;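 active = activation above the run's mean compound activation plus 3 SD, cut at about 16% in these data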;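 also: peak over basal fluorescence ratio within a 140 s kinetic read after compound addition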
CHO-K1 Ca antag: counter-screen for M1 antagonists: effect in parental CHO-K1 cells. actives 0.6% (n = 360,000). AID 602250. inhibition, % at 3 µM. ATP-induced calcium, Fluo-8 fluorescence;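 active = inhibition above a per-plate cutoff, the plate's mean sample inhibition plus 3 SD, cut at about 24% in these data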;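 also: 0% = DMSO plus EC80 ATP and 100% = DMSO alone without ATP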
M4 ag: human M4 muscarinic receptor agonists, primary screen, CHO-K1 cells, Fluo-8 calcium fluorescence; Muscarinic acetylcholine receptor M4 (Homo sapiens), P08173; CHO-K1 hM4/Gqi5; vehicle 0%, full acetylcholine response 100%; activation, % at 3 µM; actives 0.14% (n = 360,000); AID 624127, 2012;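 active = activation above the run mean over all test wells plus 3 SD, cut at about 32% in these data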;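 also: peak over basal fluorescence ratio per well then scaled between controls; 0% = DMSO wells and 100% = acetylcholine at EC100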
Target sequence (P08173 whole entry, looked up): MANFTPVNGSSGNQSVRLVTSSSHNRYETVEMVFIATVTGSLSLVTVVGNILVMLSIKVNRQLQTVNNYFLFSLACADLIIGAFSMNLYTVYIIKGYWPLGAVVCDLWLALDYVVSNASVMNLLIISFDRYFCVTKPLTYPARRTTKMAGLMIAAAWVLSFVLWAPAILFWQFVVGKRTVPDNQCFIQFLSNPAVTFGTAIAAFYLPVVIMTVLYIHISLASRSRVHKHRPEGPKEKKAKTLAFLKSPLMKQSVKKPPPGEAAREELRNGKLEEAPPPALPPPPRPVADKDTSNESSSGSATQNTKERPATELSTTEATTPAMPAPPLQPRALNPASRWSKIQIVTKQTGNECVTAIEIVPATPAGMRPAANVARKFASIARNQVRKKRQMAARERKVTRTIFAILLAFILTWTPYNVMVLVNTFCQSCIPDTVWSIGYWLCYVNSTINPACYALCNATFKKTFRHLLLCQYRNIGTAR
CHRM4 antagonist: human M4 muscarinic receptor antagonists, primary screen, CHO cells, Fluo-8 calcium fluorescence; CHO-hM4 cells, ACh EC80; inhibition, % at 3 µM; actives 0.73% (n = 360,000);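 active = inhibition above its plate's cutoff, the mean inhibition of sample wells plus 3 SD, cut at about 27% in these data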;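 also: 0% = acetylcholine EC80 with DMSO and 100% = DMSO without agonist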
M1 ag parental: counter-screen for M1 agonists: effect in parental CHO-K1 cells | Fluo-8 calcium fluorescence; scaled to maximal ATP response, vehicle zero | activation, % at 3 µM | actives 0.48% (n = 360,000); in the data active = activation above about 15%;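 also: untransfected CHO-K1 host cells lacking M1 receptor as counterscreen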
An asterisk follows results filed as active; . = no result given.

#1 O=C(c1cccc(-n2cccc2)c1)N1CCN(S(=O)(=O)c2c(F)cccc2F)CC1
#2 CCOc1ccccc1NC(=O)C1COc2ccccc2O1 (stereo not given)
#3 N#Cc1cccc(NC(=O)CN2C(=O)NC3(CCCCCC3)C2=O)c1
#4 COc1ccc(C(=O)NC(C)Cc2cnccn2)cc1OC1CCN(C(C)C)CC1 (stereo not given)
#5 O=C(Nc1nncs1)C(Sc1ccccc1)c1ccccc1 (stereo not given)
#6 CCOc1cc(C2NC(=O)NC(C)=C2C(=O)OCc2ccccc2)ccc1O (stereo not given)
#7 COC(=O)c1nn(-c2ccc(OC)cc2)c(=O)cc1Oc1ccccc1
#8 CCOc1ccc(N(CC(=O)Nc2ccc(F)c(F)c2)S(=O)(=O)c2c(C)noc2C)cc1
Compound,1,2,3,4,5,6,7,8
CHRM1 PAM,3,12,6,-2,11,-2,1,-11
OXTR potentiator,-3,.,0,0,-9,-4,7,-2
M1 antag,12,-15,-9,-1,-5,4,-2,11
CHO parental Ca,-10,.,-9,-13,-20,-12,-3,-10
CHRM1 agonist,2,-1,-3,-4,-1,-2,-5,-2
CHO-K1 Ca antag,4,-1,-7,-7,-4,-4,1,16
M4 ag,9,-2,1,0,1,3,0,0
CHRM4 antagonist,-3,-1,5,1,-1,0,11,0
M1 ag parental,5.1,0.5,0.3,0.6,2.1,1.4,0.3,0.1

The last two entries of the section before lead into the next:
#7 COC(=O)c1nn(-c2ccc(OC)cc2)c(=O)cc1Oc1ccccc1
#8 CCOc1ccc(N(CC(=O)Nc2ccc(F)c(F)c2)S(=O)(=O)c2c(C)noc2C)cc1
#9 CCOC(=O)C1CCCN(C(c2ccccn2)c2c(C)[nH]c3ccccc23)C1 (stereo not given)
#10 Cc1ccc(-c2csc(NC(=S)NC(=O)/C=C/c3ccco3)n2)cc1
#11 COc1ccc(-n2cc(-c3ccccc3)[nH]c2=S)c(OC)c1
#12 O=C(Nc1cccnc1N1CCOCC1)c1cccs1
#13 CC(=O)N1CCc2cc(S(=O)(=O)CCC(=O)Nc3ccc4c(c3)OCCO4)ccc21
#14 Cc1ccc(NC(=O)c2cccc(C(=O)OC(C)C)n2)c(Br)c1
#15 CC(C)(C)NC(=O)C(Cc1ccccc1)NS(=O)(=O)c1ccc2c(c1)CCC(=O)N2 (stereo not given)
#16 Cc1ccc(S(=O)(=O)Cc2ccc(C(=O)N3CCCC3)o2)cc1
Compound,7,8,9,10,11,12,13,14,15,16
CHRM1 PAM,1,-11,-1,3,5,6,4,14,6,-9
OXTR potentiator,7,-2,1,-2,-14,2,-7,-12,-4,5
M1 antag,-2,11,-3,-2,5,-12,-4,-9,-5,10
CHO parental Ca,-3,-10,-11,-4,-12,-6,-13,-21,-11,-10
CHRM1 agonist,-5,-2,28*,-5,-6,-1,-5,-7,-4,0
CHO-K1 Ca antag,1,16,5,-6,0,4,-8,-3,-9,2
M4 ag,0,0,1,0,2,2,1,0,1,1
CHRM4 antagonist,11,0,0,0,-3,-5,-8,-2,6,7
M1 ag parental,0.3,0.1,9.4,-0.1,0.9,0.1,0.1,2.0,1.0,0.9

#17 COc1ccc(-c2csc(Nc3ncccn3)n2)cc1C
#18 Cc1cc(=O)[nH]c2c1cnn2Cc1ccccc1
#19 Cc1cccc(NC(=O)CSc2nc3ccccc3nc2N2CC(C)OC(C)C2)c1 (stereo not given)
#20 C#CCSc1nc2[nH]ncc2c(=O)[nH]1
#21 COc1ccccc1N1CCN(C(=O)C2CC=CCC2C(=O)O)CC1 (stereo not given)
#22 Cc1ccc(CC(=O)Nc2ccccc2-c2ccccc2)cc1C
#23 NS(=O)(=O)c1ccc(CCNC(=O)c2nc(CS(=O)(=O)c3ccc(Cl)cc3)no2)cc1
#24 COCCn1c(=NC(=O)CSC(C)=O)sc2cc(OC)ccc21
Compound,17,18,19,20,21,22,23,24
CHRM1 PAM,12,3,4,-1,7,-7,1,1
OXTR potentiator,-10,-5,-7,-1,-6,-5,-10,-3
M1 antag,-10,-34,-10,0,-9,10,3,0
CHO parental Ca,5,6,-20,-1,3,-26,-4,-9
CHRM1 agonist,-2,1,-4,-3,-5,-8,-1,-4
CHO-K1 Ca antag,10,-8,-12,-8,-7,25*,-6,-5
M4 ag,10,0,0,1,0,-3,1,2
CHRM4 antagonist,6,-12,-2,-13,7,11,1,0
M1 ag parental,3.3,0.2,0.8,0.1,0.3,-0.8,0.3,1.2

Copied from the list:
Cc1cccc(NC(=O)CSc2nc3ccccc3nc2N2CC(C)OC(C)C2)c1 (stereo not given) | CHRM1 PAM = 4
Cc1ccc(CC(=O)Nc2ccccc2-c2ccccc2)cc1C | M1 antag = 10
COCCn1c(=NC(=O)CSC(C)=O)sc2cc(OC)ccc21 | M4 ag = 2
Cc1cc(=O)[nH]c2c1cnn2Cc1ccccc1 | M1 antag = -34
COc1ccc(-c2csc(Nc3ncccn3)n2)cc1C | CHRM1 agonist = -2

(more compounds)
#25 O=C(c1ccc(F)c(F)c1)N1CCCc2ccccc21
#26 CC1=CC(c2ccccc2)n2nc(N3C(=O)C4CC=CCC4C3=O)nc2N1 (stereo not given)
#27 CCc1sc(NC(=O)c2cc3ccccc3oc2=O)nc1-c1cccs1
#28 Cc1cc(NC(=O)CCC(=O)N(c2ccccc2)C2(C(=O)NC3CCCCC3)CCCC2)no1
#29 Cc1ccc2cc(CN(CCN3CCCC3)C(=O)Nc3ccc(F)cc3)c(=O)[nH]c2c1C
#30 Cc1ccc2nc(-c3cccc(Br)c3)c(Cc3cccc(Cl)c3)n2c1
#31 CCOC(=O)N1CCN(C(=O)CCN2C(=O)/C(=C\c3ccccc3OC)SC2=S)CC1
#32 CCOC(=O)CSc1nc(C)cc(Oc2ccc(=O)n(C)n2)n1
Compound,25,26,27,28,29,30,31,32
CHRM1 PAM,10,-4,1,4,0,-1,11,20
OXTR potentiator,-9,-5,-2,-6,-7,.,0,-6
M1 antag,-6,11,6,0,-5,-17,-13,-25
CHO parental Ca,-2,-15,-6,-21,-22,.,-13,0
CHRM1 agonist,-9,-3,0,-2,-5,-7,1,4
CHO-K1 Ca antag,5,-6,5,0,-10,-11,-8,-3
M4 ag,0,2,1,0,0,-2,1,1
CHRM4 antagonist,-6,-5,11,-5,1,-4,-8,-16
M1 ag parental,0.2,0.1,-0.1,-0.4,-0.3,-0.1,-0.1,-0.3

#33 O=C(CSc1nccc(=O)[nH]1)Nc1ccc(Oc2ccccc2)cc1
#34 Cc1ccc(S(=O)(=O)N(Cc2ccc(C(F)(F)F)cc2)C(=O)N2CCN(C)CC2)cc1
#35 Cc1cc(C(=O)NC2CC(C)(C)Cc3c2cnn3-c2ccc(F)cc2)no1 (stereo not given)
#36 COC(=O)c1c[nH]n2c(=O)c(C(C)C)c(C)nc12
#37 CCOC(=O)C1CCN(c2c(NCCCN(CC)c3ccccc3)c(=O)c2=O)CC1
#38 Cc1ccc2nc3c(cc2c1)c(NC(=O)c1ccco1)nn3CC(C)C
#39 COc1cc(C2C(C(C)=O)=C(C)Nc3ncnn32)ccc1O (stereo not given)
#40 O=C(CNC(=O)c1ccccc1F)NNC(=O)c1ccccc1O
Compound,33,34,35,36,37,38,39,40
CHRM1 PAM,-3,9,1,8,3,1,9,9
OXTR potentiator,-12,-11,0,-13,3,-3,-14,-1
M1 antag,7,-10,-3,-8,-1,-7,-5,-20
CHO parental Ca,12,-11,0,-3,-21,-18,-5,8
CHRM1 agonist,-7,-5,-4,-1,-10,-3,-3,0
CHO-K1 Ca antag,8,9,-9,-12,-12,-4,-10,6
M4 ag,0,0,0,-1,1,7,2,1
CHRM4 antagonist,5,-1,3,-7,0,-14,-12,-23
M1 ag parental,0.6,0.1,0.4,0.3,-0.2,1.7,0.3,0.2

Screen by screen, quoted from above.
Nos. 34 to 40 in M1 ag parental: 0.1, 0.4, 0.3, -0.2, 1.7, 0.3, 0.2
Nos. 34 to 40 in CHO-K1 Ca antag: 9, -9, -12, -12, -4, -10, 6
Nos. 34 to 40 in CHRM4 antagonist: -1, 3, -7, 0, -14, -12, -23

Other compounds follow:
#41 Cc1cccc(NCc2ccccc2O)c1
#42 CCOc1ccccc1NC(=O)CSc1ccc(-c2ccco2)nn1
#43 O/N=C/c1cn(-c2ccc(Cl)cc2)nn1
#44 CC(=O)Nc1ccc(OCC=C(Cl)Cl)cc1
#45 O=c1c2ccccc2nc(-c2ccco2)n1Cc1ccccc1
#46 CCOCc1c(C(=O)Nc2ccc3nc(N4CCOCC4)sc3c2)oc2ccccc12
#47 O=C1C2C(C(=O)N1/N=C/c1cc(Br)cc([N+](=O)[O-])c1O)C1C=CC2C12CC2 (stereo not given)
#48 Cc1ccc(NS(=O)(=O)c2ccc(NC(=O)c3ccccc3C(=O)O)cc2)c(C)c1
Compound,41,42,43,44,45,46,47,48
CHRM1 PAM,7,-8,1,-7,6,-6,-5,-1
OXTR potentiator,-3,-10,-1,-5,5,-5,-3,-1
M1 antag,-5,5,-3,-3,-7,4,13,-8
CHO parental Ca,-11,-41,-3,6,-18,-24,-5,-6
CHRM1 agonist,-4,-3,-7,-2,-6,-4,2,-3
CHO-K1 Ca antag,-2,3,7,-4,-5,3,14,4
M4 ag,0,3,1,0,-1,13,1,1
CHRM4 antagonist,6,-2,0,-8,3,-10,20,6
M1 ag parental,1.6,0.5,-0.6,0.4,0.7,5.8,2.2,0.6

#49 Cc1cc(C)c2c(n1)SCC(=O)N2CC(=O)Nc1cc(F)ccc1F
#50 CCc1nn(C(C)C(=O)N2CCN(c3ccccc3)CC2)c(=O)c2cc3occc3n12 (stereo not given)
#51 CC(C)(C)OC(=O)N[C@@H](CCCCNC(=O)OCc1ccccc1)c1nnc([C@H](CCCCNC(=O)OCc2ccccc2)NC(=O)OC(C)(C)C)o1
#52 CCN(CC)C(=O)c1sc(NC(=O)Cc2cccs2)c(C#N)c1C
#53 CCCCNC(=S)N=Nc1c(O)[nH]c2ccccc12
#54 CC(C)CN(C(=O)Cn1c(C(F)(F)F)nc2ccccc21)c1c(N)n(Cc2ccccc2)c(=O)[nH]c1=O
#55 O=C(NCCN1CCOCC1)c1ccc2c(c1)N(Cc1ccccc1F)C(=O)c1ccccc1S2(=O)=O
Compound,49,50,51,52,53,54,55
CHRM1 PAM,6,3,-1,9,9,10,2
OXTR potentiator,-1,-10,-13,-4,-11,.,-6
M1 antag,-5,-1,1,-26,-3,-4,-7
CHO parental Ca,-10,-32,1,-16,-10,.,-31
CHRM1 agonist,0,0,-7,-2,-3,-3,-5
CHO-K1 Ca antag,-3,-7,-19,-16,6,-6,-19
M4 ag,1,2,2,1,-1,1,3
CHRM4 antagonist,-12,2,7,-3,-2,-5,-5
M1 ag parental,0.2,4.7,0.0,0.6,-0.1,0.3,0.8
